Bioassay records from PubChem BioAssay.
Kir21 inh: inhibitors of mouse Kir2.1 inward-rectifier potassium channel; P35561; HEK293-Kir2.1, FluxOR thallium flux fluorescence; hits give low values; B-score at 10 µM; 310,000 tested, 0.85% active;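 active = fluorescence ratio B-score at or below minus 3 SD of library scores, with starting-brightness B-score within 2 SD, cut at about -4.2 in these data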;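 also: channel flux triggered by added potassium and thallium sulfate stimulus; B-score of peak minus minimum fluorescence over baseline after thallium stimulus; more negative B-score means stronger Kir2.1 block with less thallium influx; some compounds called inactive have numbers as strong as hits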
Target sequence (P35561 whole entry, looked up): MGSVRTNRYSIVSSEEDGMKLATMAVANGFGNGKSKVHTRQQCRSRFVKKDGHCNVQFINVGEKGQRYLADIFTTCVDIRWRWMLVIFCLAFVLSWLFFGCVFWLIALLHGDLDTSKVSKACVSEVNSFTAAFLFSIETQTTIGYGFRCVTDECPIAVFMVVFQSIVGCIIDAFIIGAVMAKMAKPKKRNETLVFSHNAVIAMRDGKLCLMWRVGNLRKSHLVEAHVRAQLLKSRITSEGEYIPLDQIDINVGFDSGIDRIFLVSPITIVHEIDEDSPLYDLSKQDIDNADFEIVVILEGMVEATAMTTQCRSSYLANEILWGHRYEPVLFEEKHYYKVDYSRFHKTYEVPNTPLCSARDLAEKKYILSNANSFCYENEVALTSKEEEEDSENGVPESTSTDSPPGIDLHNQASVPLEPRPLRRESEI
STK33 inh: human STK33 kinase inhibition | Q9BYT3 | purified STK33, MBP phosphorylation, ADP-Glo luminescence | inhibition, % at 10 µM | 320,000 tested, 0.073% active | AID 2661;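 active = inhibition at or above 25%, using the most active replicate where run in duplicate; inactive = inhibition below 25%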
Target sequence (Q9BYT3 whole entry, looked up): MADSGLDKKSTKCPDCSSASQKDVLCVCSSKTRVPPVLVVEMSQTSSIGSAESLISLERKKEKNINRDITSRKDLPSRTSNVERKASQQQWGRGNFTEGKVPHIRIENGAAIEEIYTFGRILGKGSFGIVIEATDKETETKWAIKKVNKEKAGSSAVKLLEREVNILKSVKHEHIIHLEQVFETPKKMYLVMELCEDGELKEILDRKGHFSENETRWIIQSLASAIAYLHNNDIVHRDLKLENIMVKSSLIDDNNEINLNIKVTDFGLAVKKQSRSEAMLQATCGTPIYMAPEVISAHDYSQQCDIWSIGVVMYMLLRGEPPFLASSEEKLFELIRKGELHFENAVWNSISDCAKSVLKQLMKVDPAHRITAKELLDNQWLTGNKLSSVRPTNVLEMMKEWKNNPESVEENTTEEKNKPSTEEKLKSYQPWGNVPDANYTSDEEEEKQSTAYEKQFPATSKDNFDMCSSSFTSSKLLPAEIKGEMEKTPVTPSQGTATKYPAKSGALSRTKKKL
The depositor's hits bear a star; & = joins results of further samples.

What do the screens show for `Cc1cccc(-n2c(Cn3nc(C)c([N+](=O)[O-])c3C)n[nH]c2=S)c1`?
Kir21 inh: -0.6; STK33 inh: -1.5

Results for O=C(CC(CC(=O)c1ccccc1)C(=O)O)c1ccccc1 ?
Kir21 inh: 0.09; STK33 inh: 0.1

Results for Cc1cc(NC(=O)Cn2c(C)nc3ccccc3c2=O)ccc1Br ?
Kir21 inh: 1.9; STK33 inh: -0.9

How did COC(=O)c1ccc(/C=C/C(=O)OCC(=O)Nc2cc(C)on2)cc1 do in these assays?
STK33 inh: -0.4

How did O=C(CCn1nc(-c2ccc(Cl)cc2)ccc1=O)N1CCN(c2ccc(F)cc2)CC1 do in these assays?
Kir21 inh: 0.14; STK33 inh: -0.8

Results for CCOc1ccccc1N1CC(C(=O)N(CC)CC(=O)Nc2ccc3c(c2)OCCO3)CC1=O (stereo not drawn) ?
Kir21 inh: -0.78; STK33 inh: -0.5

What do the screens show for `OCC1CCCCN1C(=S)Nc1cccc(Cl)c1` (stereo not drawn)?
Kir21 inh: -1.5; STK33 inh: 0.3

What do the screens show for `Cc1ccnc(OC(C(=O)O)C(OCc2ccccc2)(c2ccccc2)c2ccc(C(F)(F)F)cc2)n1` (stereo not drawn)?
Kir21 inh: -0.32; STK33 inh: -1.0

How did CCOC(=O)N1CCN(C(=O)CN(C2CCCCC2)S(C)(=O)=O)CC1 do in these assays?
Kir21 inh: 1.3; STK33 inh: -1.6

Results for Cc1ccc(Nc2nc3nonc3nc2N(C)C)cc1 ?
Kir21 inh: -0.13; STK33 inh: -0.3

Results for N#Cc1cccc(NC(=O)c2cncn2-c2ccccc2)c1 ?
Kir21 inh: 0; STK33 inh: 0.7

How did O=C(Nn1c(=O)[nH]c2ccccc2c1=O)c1ccco1 do in these assays?
Kir21 inh: 1.6; STK33 inh: -0.4

What do the screens show for `COCC1CCN(C(=O)CCc2nnc(C3(c4ccc(Cl)cc4)CCC3)o2)C1` (stereo not drawn)?
Kir21 inh: -2.8; STK33 inh: -1.4

How did COC(=O)c1cc2c(s1)CS(=O)C2 (stereo not drawn) do in these assays?
Kir21 inh: 0.15; STK33 inh: -0.8

How did O=C(CN1C(=O)/C(=C\c2ccco2)SC1=S)Nc1ccc(O)cc1C(=O)O do in these assays?
Kir21 inh: -0.28; STK33 inh: 8.6

How did S=C1NC[C@H](c2ccccc2)N1CC1CCCCC1 do in these assays?
Kir21 inh: -0.47; STK33 inh: 0.9

What do the screens show for `CCOc1ccc(C2c3[nH]c4ccccc4c3CCN2C(=O)Cn2cncn2)cc1` (stereo not drawn)?
Kir21 inh: -0.07; STK33 inh: 0.2

How did CN(C)S(=O)(=O)c1ccc(C(=O)N2CC(=O)Nc3ccc(F)cc3C2c2ccc(F)cc2)cc1 (stereo not drawn) do in these assays?
Kir21 inh: -0.88; STK33 inh: -0.4

How did O=C(CCc1nc(-c2ccccc2)c(-c2ccccc2)o1)OCc1ccc(Br)cc1 do in these assays?
Kir21 inh: -1.6; STK33 inh: 0.1

How did CC(CCc1ccccc1)NC(=O)c1ccco1 (stereo not drawn) do in these assays?
Kir21 inh: -1.5; STK33 inh: -1.2

What do the screens show for `COC(=O)c1scc(C)c1NC(=O)Nc1ccccc1`?
Kir21 inh: -0.01; STK33 inh: -2.4

How did CCCCOc1ccc(C(C)NC(=O)CCS(=O)(=O)Cc2ccccc2F)cc1 (stereo not drawn) do in these assays?
Kir21 inh: -0.09; STK33 inh: -0.7

How did CC(C)C1Nc2ccc(S(N)(=O)=O)cc2C2C=CCC21 (stereo not drawn) do in these assays?
Kir21 inh: -0.78; STK33 inh: 0.1

How did O=C(O)CCC(=O)Nc1ccc2c(c1)Cc1cc(NC(=O)CCC(=O)O)ccc1-2 do in these assays?
Kir21 inh: -0.49; STK33 inh: -1.3

What do the screens show for `CCn1c(=O)c(C(=O)NCc2ccc(OC)cc2)c(O)c2ccccc21`?
Kir21 inh: -1.1; STK33 inh: 3.9

How did CCOc1cccc(C=Nc2cc(C)cc(C)c2O)c1O do in these assays?
Kir21 inh: -0.73; STK33 inh: -1.6

How did O=C(COC(=O)c1ccccc1NCCO)NCc1cccs1 do in these assays?
Kir21 inh: -0.89; STK33 inh: -0.1

What do the screens show for `COC(=O)CCC(=O)OC1(C)C(=O)C2=CN(CCCOC(C)C)C(c3ccc(OC)cc3)=CC2=C(Br)C1=O` (stereo not drawn)?
Kir21 inh: 1.1; STK33 inh: 0.1

What do the screens show for `O=C(Cn1c(=O)oc2cc(S(=O)(=O)N3CCCC3)ccc21)N1CCCC1`?
Kir21 inh: -0.55; STK33 inh: -1.1

What do the screens show for `CCN1CCC[C@H]1CNC(=O)c1c(O)c(Cl)cc(Cl)c1OC`?
Kir21 inh: 0.49&1.9; STK33 inh: -1.2&-2.6

How did COc1ccc(NC(=O)Nc2cccc3c2O[C@H](CN(C)C(=O)NC2CCCCC2)[C@@H](C)CN([C@H](C)CO)C3=O)cc1 do in these assays?
STK33 inh: -0.4

Results for CCOC(=O)c1c(NC(=O)c2nn(C)cc2[N+](=O)[O-])sc(C)c1C ?
Kir21 inh: -0.95; STK33 inh: -0.4

What do the screens show for `COc1ccccc1-n1nc(C(=O)Nc2ccc3c(c2)OCO3)c2ccccc2c1=O`?
Kir21 inh: -0.01; STK33 inh: -0.3

What do the screens show for `CCc1ccc(N/C(=N/c2nc(C)cc(C)n2)NC(C)=O)cc1`?
Kir21 inh: 1.5; STK33 inh: 0.4

How did O=C(COC(=O)C1=COCCO1)Nc1ccccc1Oc1ccccc1 do in these assays?
Kir21 inh: -0.02; STK33 inh: -2.2

Results for CCCc1cc(=O)oc2cc(OCC(=O)N3C[C@H]4C[C@@H](C3)c3cccc(=O)n3C4)c(Cl)cc12 ?
Kir21 inh: 0.24; STK33 inh: 0.8

What do the screens show for `COc1ccc(CNC(=O)Cc2cccs2)cc1`?
Kir21 inh: -0.13; STK33 inh: -0.1

Results for O=C(Nc1ccc(CN2CCS(=O)(=O)CC2)cc1)c1ccc(Cl)cc1 ?
Kir21 inh: -3.3; STK33 inh: -0.6

Results for O=C(NC(NNc1ccc([N+](=O)[O-])cc1)(C(F)(F)F)C(F)(F)F)c1ccc(F)cc1 ?
Kir21 inh: -0.87; STK33 inh: 0.1

What do the screens show for `CCOC(=O)CN/C=C(\C#N)c1ccc(F)cc1`?
Kir21 inh: 0.08

How did Cc1ccc(NC(=O)C2CC(=O)n3c(nc4ccccc43)N2)cc1C (stereo not drawn) do in these assays?
Kir21 inh: 0.2; STK33 inh: -1.3

Results for Cc1cc(C)n(C(=O)CCC(=O)Nc2ccc(C)c(C)c2)n1 ?
Kir21 inh: -1; STK33 inh: -5.9

How did CCOC(=O)c1cnc(SCC(=O)Nc2cc(OC)ccc2OC)nc1N do in these assays?
Kir21 inh: -0.05; STK33 inh: -2.2

How did Cc1cccnc1NC(=O)c1cccc(S(=O)(=O)N2CCN(c3ccc(F)cc3)CC2)c1 do in these assays?
Kir21 inh: 0.05; STK33 inh: -0.5

Results for O=[N+]([O-])c1ccc(F)c(N=Cc2ccc(Br)s2)c1 ?
Kir21 inh: 1; STK33 inh: -0.8

Some of these compounds in order of length of the SMILES, rising:
What do the screens show for `COc1ccc(CNC(=O)Cc2cccs2)cc1`?
Kir21 inh: -0.13; STK33 inh: -0.1

Results for O=[N+]([O-])c1ccc(F)c(N=Cc2ccc(Br)s2)c1 ?
Kir21 inh: 1; STK33 inh: -0.8

Results for CCCc1cc(=O)oc2cc(OCC(=O)N3C[C@H]4C[C@@H](C3)c3cccc(=O)n3C4)c(Cl)cc12 ?
Kir21 inh: 0.24; STK33 inh: 0.8

How did COc1ccc(NC(=O)Nc2cccc3c2O[C@H](CN(C)C(=O)NC2CCCCC2)[C@@H](C)CN([C@H](C)CO)C3=O)cc1 do in these assays?
STK33 inh: -0.4

Additional entries follow:
How did CNC(=S)N(CCc1c(C)[nH]c2ccc(C)cc12)Cc1cccs1 do in these assays?
Kir21 inh: -1.2; STK33 inh: 0.4

What do the screens show for `CC(Oc1ccccc1)C(=O)Nc1oc(-c2ccco2)c(-c2ccco2)c1C#N` (stereo not drawn)?
Kir21 inh: -1.2; STK33 inh: -2.4

What do the screens show for `Cc1ccc(NC(=O)COC(=O)CN2CCCCCC2=O)c(C)c1`?
STK33 inh: -1.3

What do the screens show for `N#Cc1ccc(S(=O)(=O)NC2CCN(Cc3ccccc3)CC2)cc1`?
Kir21 inh: -0.55; STK33 inh: -5.9

What do the screens show for `CC(C)c1ccc(NC(=O)C2CCCCC2C(=O)O)cc1` (stereo not drawn)?
Kir21 inh: 0; STK33 inh: -1.0

What do the screens show for `COc1ccccc1CNC(=O)c1cc(-c2ccccc2)nn1CC1CC(c2cccnc2)=NO1` (stereo not drawn)?
Kir21 inh: 0; STK33 inh: -0.9

What do the screens show for `C/C=C/C(=O)OCC(=O)Nc1ccc(SC(F)F)cc1`?
Kir21 inh: -1.5; STK33 inh: 0.1

What do the screens show for `CCCCC(=O)NCCc1ccc(S(N)(=O)=O)cc1`?
Kir21 inh: -0.88; STK33 inh: -0.8

Results for COc1ccc(NC(=O)CN2C(=O)NC(CC(C)C)C2=O)cc1S(=O)(=O)N1CCOCC1 (stereo not drawn) ?
STK33 inh: -1.1

What do the screens show for `Cc1ccc2nc(SC(C)C(=O)N3CC(C)OC(C)C3)[nH]c2c1` (stereo not drawn)?
Kir21 inh: -0.14; STK33 inh: 0.0

How did Cc1ccc(Nc2nc(C(=O)NCCCN3CCOCC3)cs2)cc1 do in these assays?
Kir21 inh: -3.5; STK33 inh: 0.9

What do the screens show for `[N-]=[N+]=NC1c2ccccc2C(=O)N1Cc1ccccc1` (stereo not drawn)?
Kir21 inh: 0.31; STK33 inh: 0.1

What do the screens show for `CC(/C=C/C=C/c1ccccc1)=N\NC(=O)c1cccnc1`?
Kir21 inh: 0.02; STK33 inh: 0.9

Results for CCOc1ccccc1N1CCN(CC(=O)c2c(N)n(C)c(=O)n(C)c2=O)CC1 ?
Kir21 inh: 0.08; STK33 inh: 2.6

How did CCCCN(CCCC)c1nc(-c2ccncc2)nc2ccccc12 do in these assays?
Kir21 inh: -0.11; STK33 inh: 0.0

Compounds from the list above that have a Cl atom:
How did O=C(CCn1nc(-c2ccc(Cl)cc2)ccc1=O)N1CCN(c2ccc(F)cc2)CC1 do in these assays?
Kir21 inh: 0.14; STK33 inh: -0.8

What do the screens show for `OCC1CCCCN1C(=S)Nc1cccc(Cl)c1` (stereo not drawn)?
Kir21 inh: -1.5; STK33 inh: 0.3

What do the screens show for `COCC1CCN(C(=O)CCc2nnc(C3(c4ccc(Cl)cc4)CCC3)o2)C1` (stereo not drawn)?
Kir21 inh: -2.8; STK33 inh: -1.4

What do the screens show for `CCN1CCC[C@H]1CNC(=O)c1c(O)c(Cl)cc(Cl)c1OC`?
Kir21 inh: 0.49&1.9; STK33 inh: -1.2&-2.6

Results for CCCc1cc(=O)oc2cc(OCC(=O)N3C[C@H]4C[C@@H](C3)c3cccc(=O)n3C4)c(Cl)cc12 ?
Kir21 inh: 0.24; STK33 inh: 0.8

Results for O=C(Nc1ccc(CN2CCS(=O)(=O)CC2)cc1)c1ccc(Cl)cc1 ?
Kir21 inh: -3.3; STK33 inh: -0.6

Going on with the list.
How did CC(=O)Oc1ccccc1C(=O)Oc1ccc(/C=N/n2cnnc2)cc1 do in these assays?
Kir21 inh: -1.2; STK33 inh: -1.1

Results for CC1Cc2cc(-c3csc(NC(=O)Cc4ccccc4)n3)ccc2N1S(C)(=O)=O (stereo not drawn) ?
Kir21 inh: -0.01; STK33 inh: -1.2

What do the screens show for `CCCCOc1ccc(CSCCN=C(N)N)cc1`?
Kir21 inh: -1.4

Results for CC(=O)N1CCOc2ccc(S(=O)(=O)N3CCC(C(=O)Nc4ccc(C)cc4)CC3)cc21 ?
Kir21 inh: -1.4; STK33 inh: -1.3

What do the screens show for `C#CCn1c(C)cc(C)c(S(=O)(=O)c2ccccc2)c1=O`?
Kir21 inh: 0.88; STK33 inh: -0.8

What do the screens show for `O=C(CCSCc1ccccc1F)NCc1cccs1`?
Kir21 inh: 0.3; STK33 inh: 1.4

What do the screens show for `CCOc1ccc(C(=O)Nc2cc(C)ccn2)cc1`?
Kir21 inh: 0.28; STK33 inh: 19

How did CCOc1cc(C2C3=C(CCCC3=O)Nc3nc(C(=O)OC)nn32)ccc1OC (stereo not drawn) do in these assays?
Kir21 inh: -0.62; STK33 inh: -2.9

Results for CCOC(=O)CC1Sc2ccccc2NC1=O (stereo not drawn) ?
Kir21 inh: -0.05; STK33 inh: -1.4

Results for O=c1[nH]c2ccc(NCc3ccccc3OCc3ccc(Cl)cc3)cc2[nH]1 ?
Kir21 inh: 0.06; STK33 inh: -0.9

What do the screens show for `COc1ccc(C(=O)NNC(=O)c2ccc3ccccc3c2O)cc1`?
Kir21 inh: -1.7; STK33 inh: -0.8

Results for COc1ccccc1NC(=O)N(Cc1ccccc1)c1ccccn1 ?
Kir21 inh: -0.77; STK33 inh: 0.1

How did CCC(CO)Oc1cc(NC(=O)c2ccc(C)cc2)c2ncn(C(C)C)c2c1 (stereo not drawn) do in these assays?
STK33 inh: 3.1

How did CC(=O)Nc1ccc(N2C(=O)CSC2c2ccc(F)cc2)cc1 (stereo not drawn) do in these assays?
Kir21 inh: 1.7; STK33 inh: -1.4

How did COc1ccc(NC(=O)CNc2cccc(S(=O)(=O)N3CCCCCC3)c2)c([N+](=O)[O-])c1 do in these assays?
STK33 inh: -0.9

What do the screens show for `OC(COCc1ccc(Cl)cc1)CN1CCN(c2ccccn2)CC1` (stereo not drawn)?
Kir21 inh: 0.93; STK33 inh: -0.8

How did Cc1[nH]n(-c2ccccc2)c(=O)c1/C=N/N(c1ccccc1)c1ccccc1 do in these assays?
Kir21 inh: -1.2; STK33 inh: 0.6

As a short view, two of the compounds above.
What do the screens show for `OC(COCc1ccc(Cl)cc1)CN1CCN(c2ccccn2)CC1` (stereo not drawn)?
Kir21 inh: 0.93; STK33 inh: -0.8

How did Cc1[nH]n(-c2ccccc2)c(=O)c1/C=N/N(c1ccccc1)c1ccccc1 do in these assays?
Kir21 inh: -1.2; STK33 inh: 0.6
